A549 tox: Nrf2 qHTS screen for inhibitors: counterscreen for cytotoxicity. Potency, µM (highest dose often 46 µM), for the others: at the highest dose activity change, negative = cytotoxicity, usual class: inhibitors. 390,000 compounds, 0.16% hits. A549 ARE-Fluc cells, CellTiter-Fluor viability, 18-24 h. AID 504648, 2011; also: potency is read from the fitted curve at half-maximal effect; % is scaled to controls: 0 for no effect and ±100 for the full control effect
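Cytotoxicity counterscreen: CellTiter-Fluor fluorescence was measured in A549 ARE_Fluc cells after 18-24 h of compound exposure in a concentration series. The subsequent BugLite luminescent read reports ARE-luciferase activity.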
Nrf2 activator: qHTS of Nrf2 Activators. AREc32 ARE-luciferase reporter (MCF7-derived line), luminescence, 24 h. Potency, µM (highest dose often 46.1 µM), inactives show top-dose activation, hits mostly activators. 410,000 compounds, 0.31% hits; also: potency is read from the fitted curve at half-maximal effect; % of control where 0% means no effect; nearly all actives have a fitted effect of over 65% in size
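AREc32_Fluc, 1000 cells/well, OPTI-MEM + 5% FBS, o/n 37 deg C 5% CO2; 23 nL cpd by pin tool, 24 hr; Steady-Glo 30 min RT, luminescence.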
Nrf2 inh: Nrf2 qHTS screen for inhibitors. A549 ARE-Fluc reporter, luciferase luminescence, 18-24 h. Potency, µM (titrated, usually from 46 µM), for inactives: top-dose activity change, negative = inhibition, most hits filed as inhibitors. 360,000 compounds, 2.1% hits. AID 504444, 2011; also: potency is read from the fitted curve at half-maximal effect; % is scaled to controls: 0 for no effect and ±100 for the full control effect; nearly all actives have a fitted effect of over 60% in size
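In this cell-based qHTS, ARE-driven firefly luciferase in A549 cells reports Nrf2 activity; the luminescent signal after BugLite lysis is the measured value, with a prior CellTiter-Fluor read for cell health.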
Mm-Cpn inhibitor: Inhibitors of TCP-1 ring complex (TRiC) of Methanococcus maripaludis (MmCpn): qHTS; purified Mm-Cpn ATPase, ADP Transcreener TR-FRET; Potency, µM (highest dose often 76.9 µM), for the others: top-dose activity, negative = inhibition, actives largely listed as inhibitors; 330,000 compounds, 0.031% hits; AID 504842, 2011; also: potency is read from the fitted curve at half-maximal effect; % is scaled to controls: 0 for no effect and ±100 for the full control effect; nearly all actives have a fitted effect of over 80% in size
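ATPase read-out: TR-FRET ADP immunoassay (anti-ADP Eu cryptate vs ADP-d2), ex 320 nm, em 590/665 nm; signal drops as ADP forms. Enzyme 25 nM, ATP 10 uM, 30 min at 37°C after 10 min compound preincubation.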
pAkt inh: HTS Assay for Inhibitors of Akt Phophorylation: Primary Screen; Neuro2A IGF-stimulated pAkt S473 HTRF, 20 min; stronger effect = lower value; activity change, % for hits at 50 µM; 360,000 compounds, 0.32% hits; AID 651550, 2012; in the data active = activity change below about -80%; inconclusive = mostly about -51% to -80%; also: % is scaled to controls: 0 for no effect and ±100 for the full control effect
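Single-point screen (50 µM final compound) in Neuro2A cells stimulated 20 min with 6 nM IGF at 37 deg C. After lysis, Ser473-phosphorylated Akt read by HTRF (ex 330 nm, em 615/665 nm) as the 665/615 ratio.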
CCT modulator: High-Throughput Screening for Modulators of Cytosolic Chaperonin Activity | purified chaperonin ATPase assay, HTRF ADP detection, 30 min | activity change, % (no concentration beside the values), hits read low | 360,000 compounds, 0.3% hits | AID 651819, 2012; in the data active = activity change below about -30%; also: % is scaled to controls: 0 for no effect and ±100 for the full control effect
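TRiC at 40 or 20 nM final (batch-dependent) in 30 mM Tris pH 7.4, 100 mM KCl, 5 mM MgCl2, 1 mM DTT, with compound at single 76 uM and 10 uM ATP, 30 min at 37 deg C. ADP detected by HTRF Transcreener, 665/615 ratio.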
EPAC2 antag: qHTS for Antagonist of cAMP-regulated guanine nucleotide exchange factor 2 (EPAC2): primary screen; Rap guanine nucleotide exchange factor 4 (Homo sapiens), Q8WZA2; EPAC2 GEF exchange of Rap1B-BODIPY-GDP, fluorescence; Potency, µM (highest dose often 114 µM), for the others: at the top dose activity, negative = inhibition, actives largely listed as inhibitors; 360,000 compounds, 0.18% hits; also: potency is read from the fitted curve at half-maximal effect; % is scaled to controls: 0 for no effect and ±100 for the full control effect; nearly all actives have a fitted effect of over 45% in size; many of its hits are not listed in these tables
Target sequence (Q8WZA2 whole entry, looked up): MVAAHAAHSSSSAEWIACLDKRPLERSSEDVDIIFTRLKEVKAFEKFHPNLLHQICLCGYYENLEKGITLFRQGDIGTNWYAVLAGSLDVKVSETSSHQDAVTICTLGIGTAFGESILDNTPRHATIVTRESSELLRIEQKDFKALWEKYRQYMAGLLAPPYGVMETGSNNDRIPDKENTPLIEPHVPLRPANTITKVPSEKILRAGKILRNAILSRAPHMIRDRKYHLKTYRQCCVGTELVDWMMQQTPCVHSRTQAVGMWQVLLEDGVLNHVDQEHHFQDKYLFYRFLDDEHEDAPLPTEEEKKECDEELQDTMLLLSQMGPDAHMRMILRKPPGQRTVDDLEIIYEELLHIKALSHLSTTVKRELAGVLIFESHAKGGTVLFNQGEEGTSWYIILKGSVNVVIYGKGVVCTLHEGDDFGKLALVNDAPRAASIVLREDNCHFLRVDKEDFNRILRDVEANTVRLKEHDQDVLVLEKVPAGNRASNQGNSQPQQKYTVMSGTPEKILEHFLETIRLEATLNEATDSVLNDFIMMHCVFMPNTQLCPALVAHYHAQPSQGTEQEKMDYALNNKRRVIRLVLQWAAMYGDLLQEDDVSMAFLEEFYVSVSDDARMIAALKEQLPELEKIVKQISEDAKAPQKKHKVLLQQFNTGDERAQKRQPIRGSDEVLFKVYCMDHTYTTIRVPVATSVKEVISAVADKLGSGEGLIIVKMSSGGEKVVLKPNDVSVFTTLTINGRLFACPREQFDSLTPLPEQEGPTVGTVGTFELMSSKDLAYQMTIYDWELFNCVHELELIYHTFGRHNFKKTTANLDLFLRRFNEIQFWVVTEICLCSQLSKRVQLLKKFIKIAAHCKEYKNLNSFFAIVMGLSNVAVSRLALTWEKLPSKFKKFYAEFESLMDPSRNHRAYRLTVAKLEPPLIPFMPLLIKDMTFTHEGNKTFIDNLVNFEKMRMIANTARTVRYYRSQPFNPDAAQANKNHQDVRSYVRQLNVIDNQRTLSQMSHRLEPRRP
EPAC2 agonist: qHTS for Agonist of cAMP-regulated guanine nucleotide exchange factor 4 (EPAC2): primary screen; 360,000 compounds, 0.079% hits; Potency, µM (titrated, usually from 154 µM), without a hit: top-dose activation, actives largely listed as activators; Rap guanine nucleotide exchange factor 4 (Homo sapiens), Q8WZA2; EPAC2 activation, biochemical qHTS; response scale: 100% = 6.5 mM cAMP response; AID 720711, 2013; also: potency is read from the fitted curve at half-maximal effect; nearly all actives have a fitted effect of over 50% in size
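Each well held 100 nM EPAC2, 250 nM RAP1B-BODIPY-GDP and 50 uM GDP. Fluorescence, read at 5-min intervals to 30 min, was referenced to a 6.5 mM cAMP positive control.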
TGFb inhibitor: qHTS for Inhibitors of TGF-b | HepG2 CAGA-GFP TGF-b/SMAD3 reporter, GFP fluorescence, 18 h; TGF-beta stimulated, 500 pg/mL final | Potency, µM (series often up to 46.1 µM), inactives show at the highest dose activity, negative = inhibition, most hits filed as inhibitors | 410,000 compounds, 1.2% hits; also: potency is read from the fitted curve at half-maximal effect; % is scaled to controls: 0 for no effect and ±100 for the full control effect; nearly all actives have a fitted effect of over 65% in size
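Inhibition was scored as loss of TGF-beta-induced (500 pg/mL final, 18 hours, 37 degrees C) GFP in HEPG2 cells carrying a CAGA-GFP reporter, in DMEM with 1% FBS. Well GFP was summed per cell; Activity was normalised to unstimulated and stimulated DMSO wells, then concentration-response fitting.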
The depositor's hits bear a star; i = inactive; ? = inconclusive; · = no result given; & = joins results of further samples; [ ] = another dose, or the depositor's remark. Unless noted, calls follow the shape of the dose curve; as a rule, active = well fitted curve in the direction sought with a large enough effect; inconclusive = small, poorly fitted or top-dose-only effect, or another doubt; inactive = no such curve, though single readings can be large; an effect the other way counts as inactive or inconclusive. These rows are one share of the data (hit frequency here may not be typical).

canonical_smiles | A549 tox | Nrf2 activator | Nrf2 inh | Mm-Cpn inhibitor | pAkt inh | CCT modulator | EPAC2 antag | EPAC2 agonist | TGFb inhibitor
CC(NC(=O)CSc1nc2c(c(C(F)(F)F)n1)CCc1ccccc1-2)c1ccccc1 (stereo not given) | -14.4% | -0.5% | ? | -3.5% | i | -1.7 | -8.5% | 7.8% | -7.6%
COc1ccc(/C=C/C(=O)N2c3ccccc3Sc3ccc(C(F)(F)F)cc32)cc1 | 12.8% | -1.0% | -22.9% | -0.8% | i | 0.6 | 14.3% | 6.8% | -13.1%
COC(=O)c1ccc2nc(C3CCCCC3)c3c(c2c1)CCC3 | 7.4% | -0.8% | -26.8% | · | i | -1.0 | -15.1% | 21.1% | ?
CC(C)(C)C(=O)/C(=C/c1ccncc1)n1cncn1 | ? | ? | -43.0% | 2.8% | i | -0.3 | 4.9% | 11.2% | 4.47µM*
Nc1cccn2c(-c3ccc(Cl)c(Cl)c3)cnc12 | 3.9% | 17.2% | ? | -8.0% | i | -2.7 | -2.0% | 11.2% | ?
O=C(Oc1coc(CSc2nnc(NC(=O)C3CC3)s2)cc1=O)c1c(F)cccc1F | -12.5% | 1.8% | -6.5% | -1.0% | i | 1.1 | 4.0% | 8.9% | -14.0%
CCN(CC)c1ncnc2sc3c(c12)CCC3 | 15.9% | -0.3% | · | -3.0% | i | -0.2 | -2.9% | 1.1% | -2.0%
COc1ccccc1NC(=O)CSC1=NCCN1 | -2.5% | 2.7% | 14.6% | -1.3% | i | -0.3 | 8.6% | 7.5% | -7.2%
COc1ccc(S(=O)(=O)Nc2ccc(S(=O)(=O)Nc3ccc(F)cc3)cc2)cc1C | -7.7% | 0.2% | -18.3% | 2.6% | i | 0.6 | -3.8% | -0.1% | 0.0%
O=C(CN(C(=O)CNC(=O)c1ccco1)c1ccc2c(c1)OCO2)NC1CCCCC1 | 2.6% | -0.1% | 19.5% | -1.2% | i | 1.3 | 18.6% | 1.1% | -7.4%
COc1ccc(C(=O)NCc2cccnc2)cc1Br | -2.9% | 0.7% | 3.7% | 2.8% | i | -0.6 | 10.5% | 4.5% | -1.3%
CCC(O)c1cc2c(cc1NC(=O)c1ccc(C)cc1)OCCO2 (stereo not given) | -0.1% | 4.6% | · | ? | i | -1.3 | -9.4% | -1.8% | -4.4%
COc1ccccc1CNC(=O)COC(=O)CSc1ccc(Cl)cc1 | 6.0% | -0.8% | -1.8% | 3.3% | i | 1.6 | -14.5% | 13.1% | -12.1%
CC(C)(C)n1ncc(Oc2ccccc2[N+](=O)[O-])c(Cl)c1=O | 2.1% | 4.7% | -2.7% | 2.3% | i | -1.1 | -2.2% | -5.2% | 0.0%
CCN(C(=O)COC(=O)/C(C#N)=C/c1cc(C)n(CCOC)c1C)c1c(N)n(Cc2ccccc2)c(=O)[nH]c1=O | -15.1% | -0.1% | 0.5% | · | i | -3.6 | -6.6% | 0.9% | -3.0%
O=C(NCc1cccc(Cl)c1)NCc1cccc(Cl)c1 | 11.4% | -0.7% | 2.5% | 1.1% | i | 0.8 | 2.2% | 1.0% | -5.1%
CC1CCC(C(C)C)C(OCC(O)CNC(C)c2ccccc2)C1 (stereo not given) | ? | 3.1% | ? | 3.0% | i | 0.6 | -17.1% | -8.4% | ?
CC(C)C[C@@H](CC#N)N1CCN(CCc2ccccc2)CCC1=O | 1.3% | 0.2% | 7.6% | ? | i | -1.5 | 1.5% | 3.6% | 2.8%&-19.4%
CCN1C(=O)c2ccc(C(=O)Nc3nccs3)cc2C1=O | -14.4% | -0.4% | 20.6% | 2.1% | i | -2.3 | -6.5% | -10.0% | -9.1%
CC1=C(C(=O)OC2CCCCC2)C(c2ccccc2F)NC(=O)N1 (stereo not given) | 1.6% | -1.3% | ? | 1.3% | i | 1.2 | 21.8% | 13.3% | -1.4%
CC(=O)NCCNc1nc2c(-c3cccc(C(F)(F)F)c3)nnn2c2ccccc12 | ? | ? | -3.8% | -14.3% | i | -0.7 | 0.8% | 2.9% | 10.9%
CCc1cc(=O)oc2cc(C)cc(OC(C)C(=O)NCc3cccnc3)c12 (stereo not given) | 3.8% | -0.3% | -20.5% | -1.1% | i | -0.6 | -12.6% | -4.5% | 21.3%
OCCc1ccccc1 | -21.4% | -0.9% | -27.4% | · | i | 0.3 | 8.3% | 3.3% | -11.9%
CC(C)c1nnc(NC(=O)CCC(=O)N2CCN(Cc3ccc(F)cc3)CC2)s1 | -0.3% | -0.2% | -0.4% | 1.7% | i | -1.2 | 3.2% | -1.0% | -13.4%
CCCn1cc(S(=O)(=O)c2ccc(C)cc2)c(=O)c2cc(OCC)ccc21 | 3.1% | 0.0% | -14.1% | 0.8% | i | -0.7 | -8.6% | -2.2% | -21.8%

Sorted by SMILES length (largest number first): some entries from above
canonical_smiles | A549 tox | Nrf2 activator | Nrf2 inh | Mm-Cpn inhibitor | pAkt inh | CCT modulator | EPAC2 antag | EPAC2 agonist | TGFb inhibitor
CCN(C(=O)COC(=O)/C(C#N)=C/c1cc(C)n(CCOC)c1C)c1c(N)n(Cc2ccccc2)c(=O)[nH]c1=O | -15.1% | -0.1% | 0.5% | · | i | -3.6 | -6.6% | 0.9% | -3.0%
CC(C)C[C@@H](CC#N)N1CCN(CCc2ccccc2)CCC1=O | 1.3% | 0.2% | 7.6% | ? | i | -1.5 | 1.5% | 3.6% | 2.8%&-19.4%
COC(=O)c1ccc2nc(C3CCCCC3)c3c(c2c1)CCC3 | 7.4% | -0.8% | -26.8% | · | i | -1.0 | -15.1% | 21.1% | ?
CC(C)(C)C(=O)/C(=C/c1ccncc1)n1cncn1 | ? | ? | -43.0% | 2.8% | i | -0.3 | 4.9% | 11.2% | 4.47µM*

(more compounds)
Each structure is followed by: A549 tox	Nrf2 activator	Nrf2 inh	Mm-Cpn inhibitor	pAkt inh	CCT modulator	EPAC2 antag	EPAC2 agonist	TGFb inhibitor
O=S1(=O)c2ccccc2N=NN1Cc1ccc(Cl)cc1
→ -15.1%	-0.5%	-20.1%	-0.6%	i	-0.1	0.8%	2.9%	-27.0%
COc1ccccc1CNC(=O)Cn1nnc(-c2ccncc2)n1
→ -10.6%	-0.9%	-6.7%	-0.3%	i	-1.2	-1.5%	0.6%	-0.8%
CN1CCN(C(=O)Nc2ccccc2)CC1
→ -2.0%	-0.4%	-5.9%	-1.3%	i	0.0	7.8%	12.6%	-1.4%
CCc1cccc(CC)c1NC(=S)N1CCn2cccc2C1c1ccncc1 (stereo not given)
→ 0.1%	0.3%	-10.3%	-6.5%	i	-5.7	-6.1%	-0.9%	0.9%
O=C(O)c1ccccc1-c1cccc2nncn12
→ ·	-1.3%	·	·	i	-1.2	5.3%	11.2%	20.6%
C=CCn1c(=N)n(CC(=O)OC)c2ccccc21
→ -1.1%	3.8%	·	1.4%	i	-0.9	8.9%	-0.5%	11.3%
CCOc1ccccc1N1CCN(CC(=O)Nc2cc(C)on2)CC1
→ -13.4%	-0.4%	?	-0.4%	i	0.0	3.1%	8.0%	-4.9%
COc1ccc(N2C(=O)CCC(C(=O)N3CCCCC3)C2c2ccc(F)cc2)cc1 (stereo not given)
→ -14.7%	-1.0%	·	0.6%	i	-1.2	2.9%	-10.5%	-9.4%
O=C(Nc1cccc(-n2cnnn2)c1)c1ccc(OC(F)(F)F)cc1
→ 0.3%	3.5%	?	-0.6%	i	-3.2	-3.5%	-8.3%	-25.3%
O=C(NNC(=S)Nc1ccc(Cl)cc1)c1ccccc1OC(F)F
→ -15.2%	0.7%	?	-6.5%	i	-1.8	-0.4%	-1.7%	14.1µM*
Cc1ccccc1OCCC(=O)NCCc1ccc(S(N)(=O)=O)cc1
→ 9.8%	-0.4%	-8.0%	1.4%	i	2.2	-25.9%	-3.3%	1.2%
CO/N=C/c1c(-c2ccccc2)nn(C)c1Cl
→ 9.0%	0.0%	-2.9%	-3.6%	i	-0.6	-22.1%	-7.0%	30.8%[activator]
CN(Cc1ccccc1)c1ncnc2ccc(Br)cc12
→ -0.3%	2.0%	?	-7.7%	i	-0.9	-5.9%	3.3%	0.0%
Fc1ccc(Cn2nnc3ccccc32)cc1
→ ?	2.5%	-8.0%	-3.2%	i	-4.0	-8.1%	6.9%	?
NC(=O)c1sc2nc3c(c(-c4ccco4)c2c1N)CCCC3
→ 17.8%	-1.2%	?	-6.0%	i	1.6	-13.5%	1.2%	?
COc1ccccc1[C@H]1C(c2cccc(C)c2)=NN(c2ccccc2)[C@@H]1CO
→ 4.5%	5.7%	?	-13.8%	i	-1.9	-14.3%	12.7%	?
C=CCn1c(CSc2nc3ccccc3s2)nnc1SCC(=O)NCCN1CCOCC1
→ 1.2%	-0.1%	?	-29.2%	i	0.1	6.8%	2.6%	?
NC1=C([N+](=O)[O-])C(c2ccccc2)C2=C(CCCC2=O)O1 (stereo not given)
→ 3.4%	-0.7%	22.4%	3.1%	i	-3.0	12.1%	1.7%	8.5%
